Source: PubChem BioAssay (National Center for Advancing Translational Sciences (NCATS))
D2 ag: D2 dopamine receptor (human) agonism; P14416; 0.53% of 340,000 active; activation, % at 2 µM; HEK293 T-REx D2 cells, calcium flux agonist mode;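 active means activation over 3 SD above normal in the single-dose calcium agonist read, cut at about 30% in these data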; further: 0% is about no effect
Target sequence (P14416 whole entry, looked up): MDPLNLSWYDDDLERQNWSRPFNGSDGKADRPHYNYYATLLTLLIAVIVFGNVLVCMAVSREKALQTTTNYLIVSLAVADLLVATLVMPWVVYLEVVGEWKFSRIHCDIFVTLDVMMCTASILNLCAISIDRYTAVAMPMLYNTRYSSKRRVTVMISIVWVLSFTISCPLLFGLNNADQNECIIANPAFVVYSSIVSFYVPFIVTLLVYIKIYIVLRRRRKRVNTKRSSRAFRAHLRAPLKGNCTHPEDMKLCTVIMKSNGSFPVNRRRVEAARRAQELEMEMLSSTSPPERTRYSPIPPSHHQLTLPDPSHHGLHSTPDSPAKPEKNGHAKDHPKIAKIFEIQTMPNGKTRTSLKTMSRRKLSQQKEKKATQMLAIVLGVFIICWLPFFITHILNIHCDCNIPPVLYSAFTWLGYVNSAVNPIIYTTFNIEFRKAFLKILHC
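In this primary screen, compounds producing a positive calcium signal within 180 s of addition to tetracycline-induced, force-coupled HEK293 Trex D2 cells are flagged; cells are dye-loaded with a no-wash calcium kit beforehand.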
TRHR enhancer: allosteric enhancers of human TRH receptor | AID 493056 | TRHR cells, fluo-8 calcium fluorescence, EC20 TRH enhancement | P34981 | enhancement, % at 2 µM | 0.66% of 360,000 active; in the data active means enhancement above about 30%; further: 0% is about no effect
Target sequence (P34981 whole entry, looked up): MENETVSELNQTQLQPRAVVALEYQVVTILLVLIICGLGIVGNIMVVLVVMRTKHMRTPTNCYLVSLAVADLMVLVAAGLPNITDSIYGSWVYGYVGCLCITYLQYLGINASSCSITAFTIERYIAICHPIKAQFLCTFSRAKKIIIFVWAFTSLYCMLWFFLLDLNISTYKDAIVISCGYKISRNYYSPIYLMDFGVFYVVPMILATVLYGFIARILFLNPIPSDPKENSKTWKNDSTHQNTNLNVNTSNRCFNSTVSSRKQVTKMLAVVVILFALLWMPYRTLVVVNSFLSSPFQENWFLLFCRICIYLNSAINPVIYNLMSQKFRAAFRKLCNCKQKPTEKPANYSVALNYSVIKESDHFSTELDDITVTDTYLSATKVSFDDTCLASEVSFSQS
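TRHR-expressing cells loaded with fluo-8 calcium dye were read kinetically (ex 480/em 530) during compound addition, then stimulated with an EC20 of TRH (10 nM final). Enhancement of the Gq-mediated intracellular calcium response was scored.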
RXFP1 antagonist: RXFP1 (human) relaxin receptor antagonism; Q9HBX9; HEK293-RXFP1, relaxin-stimulated cAMP HTRF, 30 min; stronger effect = lower value; activity change, negative = inhibition, % at 57.5 µM; 0.59% of 350,000 active; AID 1259400;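 active means activity change of -60% or lower, but not beyond a set lower limit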; further: on the % scale 0 is the no-effect control and ±100 the full control effect
D1 PAM: enhances dopamine response at the human D1 receptor. HEK293 TREx D1 cells, calcium flux, dopamine EC20 potentiation. potentiation, % at 10 µM. 0.036% of 360,000 active. AID 504651; in the data active means potentiation above about 30%; further: 0% is about no effect
D1 antag: blocks dopamine activation of the human D1 receptor; P21728; HEK293 TREx D1 cells, calcium flux, dopamine EC80; stronger effect = lower value; activity change, negative = inhibition, % at 10 µM; 3.2% of 360,000 active; AID 504652; in the data active means activity change below about -30%; further: on the % scale 0 is the no-effect control and ±100 the full control effect
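Using tetracycline-induced force-coupled D1 Hek293 cells and a calcium dye, signals were followed for 180 s after compound, then for 180 s after EC80 dopamine, to detect inhibitors.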
D2 PAM: positively modulates the human D2 dopamine receptor allosterically; HEK293 T-REx D2, calcium flux, EC20 dopamine potentiation; AID 485347; potentiation, % at 10 µM; P14416; 0.34% of 340,000 active;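 active means potentiation over 3 SD above the plate norm, cut at about 30% in these data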; further: 0% is about no effect
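Calcium flux readout, no-wash dye, 1 read/s. Inducible HEK293 Trex D2 line, overnight 30 C. Compound alone 180 s (agonist flags), then EC20 dopamine, another 180 s to score potentiation.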
D2 antag: D2 dopamine receptor (human) antagonism. AID 485344. HEK293 TREx D2 cells, calcium flux, dopamine EC80. P14416. inhibition, % at 10 µM. 2% of 340,000 active; in the data active means inhibition above about 30%; further: 0% is about no effect
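In this primary screen, negative modulation is detected by tracking calcium flux after an EC80 dopamine challenge in inducible HEK293 T-REx D2 cells preexposed to test compound for 180 s.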
D1 ag: activates the human D1 dopamine receptor; HEK293 T-REx D1 cells, calcium flux, agonist mode; activation, % at 2 µM; 1% of 360,000 active; AID 504660; further: 0% is about no effect
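Inducible HEK293 T-REx D1 cells, force-coupled to calcium signalling, were plated at 4000 cells/well with tetracycline and held overnight at 30 C. After no-wash calcium dye loading, compound-evoked calcium rise over 180 s flagged agonists.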
TRHR ag: agonists of human TRH receptor | TRHR cells, calcium flux fluo-8, FDSS agonist mode | P34981 | activation, % at 2 µM | 0.18% of 360,000 active; further: 0% is about no effect
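TRHR-expressing cells loaded with fluo-8 calcium dye; 23 nL library compound pin-transferred, kinetic FDSS fluorescence (Ex 480/Em 530) recorded about 180 s for agonist-induced calcium release, before a 10 nM TRH EC20 addition for potentiator mode.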
An asterisk follows results filed as active; nt = not tested or not shown; & = joins results of further samples. Unless noted, no stated cut-off is given here; in the data, active means activation above about 30%; inactive means the rest.

mol,D2 ag,TRHR enhancer,RXFP1 antagonist,D1 PAM,D1 antag,D2 PAM,D2 antag,D1 ag,TRHR ag
CCOC(=O)C1(CCOC)CCN(C(=O)c2ccccc2-c2cccc(C)c2)CC1,0.4,-1.9,-1.8,-3.0,14.1,17.3,-12.3,2.1,0.1
O=C(CC1S/C(=N/N=C/c2c[nH]c3ccc(OCc4ccccc4)cc23)NC1=O)Nc1ccccc1 (stereo not drawn),2.5,0.2,-39.8,-0.9,-0.7,11.4,-12.2,2.4,0.7
Fc1ccc(CNc2nc(-c3ccco3)cc(C(F)(F)F)n2)cc1,0.3,38.3*,-23.7,-0.5,6.3,4.4,16.7,6.3,0.4
NC(=O)CSc1nc2ccc([N+](=O)[O-])cc2[nH]1,0.0,3.3,0.5,-3.2,-11.0,4.2,-1.0,3.7,0.0
Cn1c(=O)c2c(ncn2CC(=O)Nc2nccs2)n(C)c1=O,0.0,-4.8,-0.3,-3.8,-1.4,-3.1,-9.8,2.0,-0.4
Cc1ccc(S(N)(=O)=O)cc1NC(=O)C(c1ccccc1)c1ccccc1,1.9,-10.0,-0.3,8.2,-9.2,14.6,-7.0,-0.3,0.2
C=CCN1C(c2ccccc2)=CS/C1=C(\C#N)c1nnc2n1CCCCC2,-1.0,9.5,1.8,3.7,4.6,0.9,-6.3,6.2,-0.2
O=C(CSC(=S)N1CCCC1)c1cc(Br)cc(Br)c1O,0.6,1.9,-26.9,-0.1,-3.1,7.5,-0.8,5.1,0.8
COc1cc(C(=O)N2CCN(c3ccccc3OC)CC2)c([N+](=O)[O-])cc1OC,0.2,4.3,-4.9,-2.2,10.0,-0.1,-15.9,0.4,-0.3
COCc1cc(C)nc2sc(C(=O)Nc3ccc(C(=O)OC)cc3)c(N)c12,-1.4,5.9,-4.0,-3.0,10.3,-4.4,-1.2,0.9,-0.5
O=C(COc1ncnc2sccc12)N1CCN(c2ccccc2)CC1,0.2,2.4,0.7,-1.4,10.1,-7.4,4.0,-0.8,-0.1
Cc1cc(C)n(-c2nc(NCCCN(C)C)c3c4c(sc3n2)COC(C)(C)C4)n1,0.2,2.1,-9.5,-4.2,-2.9,13.7,0.5,3.8,-0.2
COC(=O)CSc1nc(N)c(C#N)c(CC(C)C)c1C#N,2.7,1.1,-1.8,-4.3,1.1,-0.8,2.7,4.2,0.2
FC(F)(F)Oc1ccc(Nc2nc(N3CCOCC3)nc(N3CCOCC3)n2)cc1,-1.1,1.1,-6.9,-2.2,-15.9,3.6,-1.9,5.6,-0.2
CC(=O)c1ccc(N2CC(C)(C)C2=O)cc1,0.2,-3.8,-4.9,-0.2,6.3,2.2,-6.1,2.7,-0.9
N#C[C@@H]1[C@@H]2C(=O)N(c3ccc4c(c3)OCCO4)C(=O)[C@@H]2C2c3ccccc3C=CN21 (stereo partly drawn),0.2,-4.9,nt,-0.6,-20.1,1.8,-21.5,1.2,0.8
Cc1cccc(-c2noc(CCCC(=O)NC3CCCC3)n2)c1,0.1,0.3,-12.7,-1.6,-10.8,11.0,11.1,10.4,0.1
CCC(C(=O)NC1CCCC1)N(C(=O)Cn1nnc(-c2ccc(OC)c(OC)c2)n1)c1cccc(O)c1 (stereo not drawn),0.3,1.9,-12.8,-5.8,-3.9,11.5,-19.4,-0.6,-0.5
CCOC(=O)[C@H]1[C@H]2COc3ccc(C)cc3[C@@H]2N2C(=O)c3cc(F)ccc3NC(=O)[C@@]12C,-0.5,5.5,nt,-5.7,-24.1,15.8,3.0,-2.2,-0.2
CCCN1CNc2c(c(=O)[nH]c(=S)n2-c2ccccc2Cl)C1,-0.3,-5.6,0.3,-1.1,4.2,67.6*,2.6,5.8,0.1
COc1nccnc1NS(=O)(=O)c1ccc(N=Cc2c(C)[nH]n(-c3ccc(Cl)cc3)c2=O)cc1,0.5,-2.5,nt,-7.1,4.1,-9.4,1.5,0.0,0.1
Cc1cccc(CN2CCN(CC(=O)N3CCCC3)C2=O)c1,1.2,3.3,9.8,-1.2,-9.6,-1.2,-4.7,-0.1,0.4
Cc1ccc(C(=O)N2N=C(c3ccc(Br)cc3)CC2c2ccccc2O)cc1 (stereo not drawn),0.5,-0.9,-13.1,-6.5,1.5,-3.3,-2.2,2.6,0.2
Cc1c(Cl)cccc1NC(=S)N/N=C/c1ccccc1Cl,-0.4,0.7,-35.4,0.0,0.4,-4.6,-8.2,2.5,0.6
CC(=O)c1cccc(NC(=O)C2CCN(S(=O)(=O)c3cccs3)CC2)c1,-0.2,-4.0,-11.9,-1.0,-4.9,-10.3,6.7,4.3,-0.1

Structures from the list above containing a Cl atom, in the order listed:
mol,D2 ag,TRHR enhancer,RXFP1 antagonist,D1 PAM,D1 antag,D2 PAM,D2 antag,D1 ag,TRHR ag
CCCN1CNc2c(c(=O)[nH]c(=S)n2-c2ccccc2Cl)C1,-0.3,-5.6,0.3,-1.1,4.2,67.6*,2.6,5.8,0.1
COc1nccnc1NS(=O)(=O)c1ccc(N=Cc2c(C)[nH]n(-c3ccc(Cl)cc3)c2=O)cc1,0.5,-2.5,nt,-7.1,4.1,-9.4,1.5,0.0,0.1
Cc1c(Cl)cccc1NC(=S)N/N=C/c1ccccc1Cl,-0.4,0.7,-35.4,0.0,0.4,-4.6,-8.2,2.5,0.6

The list continues:
mol,D2 ag,TRHR enhancer,RXFP1 antagonist,D1 PAM,D1 antag,D2 PAM,D2 antag,D1 ag,TRHR ag
Cc1ccc(NC2=NC(c3ccccc3)n3c(nc(C)cc3=O)N2)cc1 (stereo not drawn),-0.2,3.1,-10.4,6.2,5.1,-18.2,0.6,-2.8,-0.2
CN(C)C(CNC(=O)c1cccc(S(=O)(=O)N2CC3(C)CC2CC(C)(C)C3)c1)c1ccco1 (stereo not drawn),0.3,0.4,11.4,-4.7,-5.6,8.9,-4.8,1.7,-0.3
Cc1ccc(CNC(C)c2ccccc2)cc1 (stereo not drawn),0.6,9.5,10.3,-3.4,-2.4,0.5,-6.7,9.1,0.8
O=C(O)C(Cc1c[nH]c2ccccc12)NS(=O)(=O)c1ccc(Br)cc1 (stereo not drawn),1.5,-6.6,3.1,1.2,-9.6,1.9,27.9,1.2,-1.1
COc1cccc(/C=N/NC(=O)c2cc3c(OC)cccc3[nH]2)c1OC,-0.6,-3.3,18.6,-6.8,-14.3,-13.0,-3.3,-0.5,-1.2
COC(=O)c1ccc(Cl)cc1NC(=O)NC(C)c1c(-n2cccc2)sc(C)c1C (stereo not drawn),0.0,-8.9,-13.2,-0.6,13.5,-5.2,nt,1.7,0.0
CCc1ccccc1NC(=O)c1cc2nc(-c3ccc(Br)cc3)cc(C(F)(F)F)n2n1,0.7,1.2,-31.9,1.3,23.6,1.5,nt,-0.5,0.3
Cc1cc(C)n(C(=O)CN(C)S(=O)(=O)c2ccc([N+](=O)[O-])cc2)n1,0.8,0.9,12.2,-4.8,-11.8,-6.8,8.8,2.6,-0.1
c1cc2nncn2nc1N1CCCC1,0.4,3.8,2.6,3.6,-16.9,7.8,-0.5,0.8,0.3
CN(CC(=O)Nc1cccc(F)c1)C(=O)c1cc(S(=O)(=O)N2CCCCC2)ccc1N1CCOCC1,-0.2,-6.5,-6.9,-1.7,-23.8,-9.4,2.8,2.0,-0.1
O=C(NCCc1ccccc1)C(=O)NCC1(c2ccccc2)CCCC1,0.6,3.1,-11.9,-7.7,-30.5*,-4.3,11.2,9.0,2.1
Cc1c(C(=O)NCc2ccco2)oc2c(Cl)cccc12,0.3,4.5,2.8,0.3,7.7,-1.2,-2.3,0.7,-0.7
Cn1c(Cc2ccccc2)nnc1SCC(=O)N1CCOCC1,0.8,-3.7,6.2,-0.6,-2.8,2.8,-23.4,1.9,0.3
Cn1c(=O)c2c(nc(Br)n2CCSc2ncccn2)n(C)c1=O,0.0,-1.5,1.0,0.8,-13.1,-1.9,-10.6,2.8,1.2
COc1ccccc1NC(=O)Cn1nc(C(F)(F)F)c2c1CCCC2,0.0,12.7,3.6,-4.0,12.2,6.4,-5.9,1.2,-2.2
CCCCN(C(=O)C1CC(=O)N(CCc2ccc(OC)c(OC)c2)C1)c1c(N)n(CCCC)c(=O)[nH]c1=O (stereo not drawn),-0.5,30.3*,-9.0,5.8,8.6,-5.3,-6.2,1.9,-0.1
COc1ccc(C(=O)Nc2cc(-c3nc4ncccc4o3)ccc2C)cc1Br,-1.9,-7.5,2.1,-0.8,4.6,6.9,nt,-0.9,-1.1
CCCCN1C(=O)CC(C(=O)OCC)=C1C,-1.8,-1.7,-0.8,-0.3,-8.6,-7.6,3.1,1.7,-1.0
CCOC(=O)c1c(C)n(CCO)c2ccc(O)cc12,0.4,-6.3,-2.0,-1.8,-9.4,18.7,-7.3,-0.1,0.0
COc1ccccc1CCN1CCCC(CN(C)C(=O)c2ccc3nc[nH]c3c2)C1 (stereo not drawn),0.0,1.7,-9.7,-7.8,0.6,-12.9,-28.7,3.0,0.4
CCC(Cc1ccccc1)NC(=O)c1oc(=O)c2ccccc2c1-c1ccccc1 (stereo not drawn),0.4,-4.2,-11.2,1.2,-21.1,5.7,nt,6.4,0.1
O=C(N1CCOCC1)N1CCN(S(=O)(=O)c2ccccc2)C1,0.3,-0.9,-4.1,0.1,4.7,2.3,10.9,2.7,-0.1
CCc1cccc(C)c1NC(=O)Cn1nc(C)n2cccc2c1=O,0.0,3.8&-2.2,3.7&16.3,-0.1&-4.0,1.1&-6.8,-0.3&-18.8,16.5,1.5&12.5,0.1&3.3
CCOc1ccc(N2C(=O)CC(N)C2=O)cc1 (stereo not drawn),0.8,-2.0,-0.4,-0.8,6.7,-2.5,-13.0,1.1,1.6
Cc1ccc([N+](=O)[O-])cc1S(=O)(=O)N1CCCC1,0.4,6.8,-6.3,3.7,9.7,-3.1,9.6,3.3,0.0
